# Bioassay records (PubChem BioAssay)
# Cneo AK release: Cryptococcus neoformans lysis via adenylate kinase release; C. neoformans lysis, adenylate kinase release luminescence, 4 h; normalised: neutral wells 0, clomiphene wells 100; lysis activity, % at 15 µM; hit rate 0.2% among 360,000; AID 651654;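 active = mean lysis activity across replicates of at least 80%, whatever share of replicates individually reach that level; inactive = mean lysis activity below 80%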
#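 Material – Cryptococcus neoformans yeast cells · Quantity – 5 × 10^6 yeast cells/mL · Buffer or medium – YPD medium · Compound – single dose · Timing – 4 h static compound exposure, 37 °C, read 1 h post-reagent · Signal – adenylate kinase release luminescence · Read-out basis – lysis from increased AK signal · Benchmarks – Clomiphene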
# PGC1a acetyl inh: modulators of PGC1a acetylation | inhibition, % at 15.6 µM | U2OS PGC1a acetylation, AlphaScreen anti-acetyl-lysine; with virally co-expressed GCN5 acetyltransferase | hit rate 0.17% among 350,000;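 active = every replicate shows inhibition of at least 40%; inconclusive = mean inhibition at least 40% but some replicate below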;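 note: 0% = neutral control wells and 100% = positive control wells; some results beyond the cut were filed as inactive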
# ARNT-TACC3 inh: ARNT/TACC3 interaction disruption. Q9Y6A5. AlphaScreen His-ARNT PAS-B/GST-TACC3 binding, luminescence; TACC3 fragment carries E629A point mutation. inhibition, % at 9.99 µM. hit rate 0.66% among 390,000;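 active = mean inhibition of replicates at least 50% and at least half of replicates each reaching 50%; inconclusive = half or more replicates reach 50% but mean below 50%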;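 note: 0% = complete ARNT plus TACC3 wells and 100% = ARNT alone without TACC3; many hits fall short of the cut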
# PglD DTNB: PglD (C. jejuni) enzyme inhibition; purified PglD enzyme, DTNB colorimetric CoA detection; inhibition, % at 12.5 µM; hit rate 0.098% among 360,000; in the data active = inhibition above about 16%, passing the limit was not always enough; inconclusive = no clear call, values can overlap the other calls; note: strong numbers were not always called active
# LGR2 antag: Drosophila LGR2 receptor signaling inhibition; HEK293 LGR2, CRE-luciferase, bursicon-stimulated, 4 h; inhibition, % at 9.99 µM; hit rate 0.35% among 380,000;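 active = drop in luminescence signal, shown as inhibition above about 50% in the replicate tests, limit read from the data, passing the limit was not always enough; inconclusive = probably only some replicates passing the limit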;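 note: agonist challenge used bursicon conditioned medium at about half maximal strength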
# INS-1E GSIS act: primary screen for activators of insulin secretion dependent on glucose, INS-1E cells, GLuc reporter luminescence; INS-1E GLuc reporter insulin secretion, 2-3 h; activation, % at 16.6 µM; hit rate 0.61% among 370,000;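 active = lowest replicate activation of at least 40%, so every replicate reaches that level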;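 note: 0% = median of neutral control wells and 100% = median of IBMX positive control wells; some compounds called inactive have numbers as strong as hits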
# PAX8 reporter: lowers PAX8-driven luciferase in RMG-I cells | hit rate 1.2% among 360,000 | inhibition, % at 12.6 µM | RMG-I TPO-luciferase reporter, SteadyGlo, 24 h;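 active = mean replicate inhibition at least 60% with every replicate also reaching 60%; inconclusive = only one of the two criteria is met; inactive = mean below 60% and not all replicates reaching 60%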;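 note: luciferase light reporting Pax8 driven TPO promoter activity; plate controls were median of neutral control wells for no effect and mitoxantrone controls for full effect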
# Statin myotox sup: protects C2C12 myotubes from simvastatin toxicity | rescue of ATP level, % at 7.49 µM | AID 602340 | ATP luminescence, 48 h; scaled: DMSO 0, geranylgeraniol control 100 | hit rate 0.78% among 330,000;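 active = mean ATP rescue above about 67%, or every replicate alone reaching that limit, limit read from the data, passing the limit was not always enough; inconclusive = no clear call, values can overlap the other calls; inactive = mean under the limit and some replicate under it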;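 note: myotubes were challenged with 10 µM simvastatin during compound exposure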
# Numbers without * were called inactive; ? = inconclusive; . = no result given; & = joins results of further samples.
SMILES,Cneo AK release,PGC1a acetyl inh,ARNT-TACC3 inh,PglD DTNB,LGR2 antag,INS-1E GSIS act,PAX8 reporter,Statin myotox sup
Clc1ccc(-c2nc(CSc3ccccn3)cs2)cc1,1,.,.,-3,-70,.,-116,.
C[Si](C)(C)n1ccnc1,-1,3,-1,-4,-17,15,4,2
COc1cccc(Cn2cccc(NC(=O)Nc3ccc(C#N)cc3)c2=O)c1,0,-5,0,9,.,.,2,7
COc1cc(OC)cc(C(=O)NNC(=O)CCc2nc3ccccc3c(=O)[nH]2)c1,3,.,2,-6,-4,24,8,-1
C[n+]1cnn2c1SCC1(COC1)C2,-1,6,-1,6,.,.,.,8
O=C(NCc1ccco1)/C(=C/c1ccco1)NC(=O)c1ccco1,.,8,0,.,20,8,2,.
CCCn1c(NC(=O)c2ccc(Cl)c(S(=O)(=O)N3CCCC3)c2)nc2ccccc21,15,-14,0,-3,.,-33,46,-57
COCCn1c(SCC(=O)NCc2ccc3c(c2)OCO3)nnc1-c1c[nH]c2ccccc12,-1,9,-2,0,0,.,.,2
CC(=O)C1=C(O)C(=O)N(c2cccc(Br)c2)C1c1ccccc1Cl (stereo not drawn),-1,.,-3,-5,3,-18,0,16
COc1ccc(NC(=O)Nc2ccc3c(c2)C(=O)N([C@H](C)CO)C[C@H](C)[C@H](CN(C)S(=O)(=O)c2ccc(C)cc2)OCCCC[C@H](C)O3)cc1,29,-7,24,8,-9,4,20,.
COc1ccc(NC(=O)N(C)C[C@H]2Oc3ccc(NC(=O)CCCCCC(=O)Nc4ccccc4N)cc3C(=O)N([C@H](C)CO)C[C@@H]2C)cc1,.,9,.,.,-5,-2,-2,.
O=S(=O)(N/N=C\c1ccc2c(c1)OCO2)c1ccc(F)cc1,0,-2,0,-4,-4,18,-16,.
CC(C)CCN(C(=O)C1CCCC1)c1c(N)n(Cc2ccccc2)c(=O)[nH]c1=O,0,-4,-3,3,-3,17,-6,16
C[C@H](CO)N1C[C@H](C)[C@H](CN(C)Cc2cncnc2)Oc2cc(C#CC3CC3)ccc2S1(=O)=O,.,-6,.,.,-3,1,.,-14
COC(/C=C/Nc1ccc(C)cc1)=C(C#N)C#N,1,6,-21,3,-13,6,.,23
CCOc1ccc(S(=O)(=O)N2CCN(C(=O)c3cccn3C)CC2)cc1,2,-10,.,1,-8,-2,.,.
CCN(CC)C(=O)CCSc1nnc(-c2ccncc2)o1,.,.,-13,.,9,-3,-10,.
Cc1cccc(Nc2nnc(SCC(=O)NCC3CCCO3)s2)c1C (stereo not drawn),0,1,-6,1,-13,-3,-5,-6
CCc1ccccc1N1C(=O)CC(N2CCc3ccccc32)C1=O (stereo not drawn),.,2,10,.,14,-6,4,.
CCCCOC(=O)Nc1cccc(Cl)c1C,2,-5,6,18,-41,10,.,49
N#CC(=Cc1cccs1)c1nc(-c2ccc(Cl)cc2)cs1,-1,.,.,-6,-25,.,-99,.
O=C(CCNS(=O)(=O)c1cccs1)N1CCCCCC1,8,0,2,-3,-5,2,.,7
O=C(Cc1cccc(NC(=O)C2CCN(C(=O)C3CCC3)CC2)c1)Nc1cccc(C(=O)N2CCOCC2)c1,2,0,0,2,19,3,-1,2
CC(C)(C)C1CCC(C(=O)Nc2ccccc2)CC1 (stereo not drawn),.,-2,7,-5,.,.,-9,-12
CN1C(=O)c2cc(NC(=O)C3CCC3)ccc2OC[C@@H]2O[C@@H](CC(=O)NCCc3ccncc3)CC[C@H]21,.,3,.,.,4,9,-6,.

# By substructure, those above with an NH in an aromatic ring (three)
SMILES,Cneo AK release,PGC1a acetyl inh,ARNT-TACC3 inh,PglD DTNB,LGR2 antag,INS-1E GSIS act,PAX8 reporter,Statin myotox sup
COc1cc(OC)cc(C(=O)NNC(=O)CCc2nc3ccccc3c(=O)[nH]2)c1,3,.,2,-6,-4,24,8,-1
COCCn1c(SCC(=O)NCc2ccc3c(c2)OCO3)nnc1-c1c[nH]c2ccccc12,-1,9,-2,0,0,.,.,2
CC(C)CCN(C(=O)C1CCCC1)c1c(N)n(Cc2ccccc2)c(=O)[nH]c1=O,0,-4,-3,3,-3,17,-6,16

# Next part
SMILES,Cneo AK release,PGC1a acetyl inh,ARNT-TACC3 inh,PglD DTNB,LGR2 antag,INS-1E GSIS act,PAX8 reporter,Statin myotox sup
O=C(CCN1C(=O)c2ccccc2S1(=O)=O)N1CCN(c2ccccc2)CC1,5,-9,0,-1,.,.,.,-5
Cc1noc(C)c1NC(=O)Nc1ccc2c(c1)C(=O)N([C@H](C)CO)C[C@H](C)[C@@H](CN(C)C(=O)Nc1ccccc1)O2,2,-3,1,-9,-2&-1,13&17,-8,9
CN(Cc1ccccc1)C(=O)c1[nH]cnc1C(=O)NC1CCN(C(=O)OC(C)(C)C)CC1,1,-4,1,5,3,-17,52,7
N#Cc1cccc(-c2ccc(C3[C@@H]4CN(S(=O)(=O)Cc5ccccc5)C[C@H]3N4)cc2)c1 (stereo partly drawn),.,-1,.,.,12,-21,0,.
N#Cc1cccc(NS(=O)(=O)c2ccccc2Cl)c1,-1,4,-4,5,2,14,8,15
CCCN(C)C[C@@H]1Oc2ncc(C#Cc3ccc(OC)cc3)cc2C(=O)N([C@H](C)CO)C[C@@H]1C,48,1,0,-42,-3,4,.,12
Cc1cc(C)nc(SCc2nnc(SCC(=O)Nc3nccs3)n2C)n1,-4,-5,-3,-2,-30,5,.,-20
O=c1c(C(c2ccc(Br)cc2)c2c(O)nc3n(c2=O)CCCS3)c(O)nc2n1CCCS2,0,14,2,0,19,-1,-1,-7
COC(=O)c1cccc(NC(=O)CSc2nnc(C)o2)c1,0,-11,2,3,10,7,4,-9
Brc1ccc(C2Nc3cccc4cccc(c34)N2)cc1,-1,12,3,3,2,2,18,-3
COc1ccc(/C=N/NC(=O)CNC(=O)c2ccc(S(=O)(=O)N3CCOCC3)cc2)c(OC)c1,8,.,5,0,-9,-6,.,4
C=CCN1CCN(C(c2cccc(OC)c2OC)c2nnnn2CCC(C)C)CC1 (stereo not drawn),.,.,-7,.,11,-8,15,.
COC(=O)c1c(SCc2cccc3ccccc23)nc(=O)[nH]c1C,-2,4,24,-5,14,28,11,.
CO[C@@H]1CN(C)C(=O)c2cc(NC(C)=O)ccc2OC[C@@H](C)N(CCC(F)(F)F)C[C@@H]1C,-3,-3,-13,2,-15,6,-11,-12
Cc1ccc(N2CC(C(=O)Nc3nnc(SCc4ccccn4)s3)CC2=O)cc1 (stereo not drawn),0,.,-3,3,-20,-4,7,1
Cc1ccccc1COC(=O)c1nn(-c2ccccc2)nc1N,.,.,-4,.,-8,-3,-21,.
Cc1cc(C(=O)Nc2cccc3c2O[C@@H](CN(C)C(=O)Nc2ccc4c(c2)OCO4)[C@@H](C)CN([C@H](C)CO)C3=O)n(C)n1,-2,-3,-5,-1,23,10,.,17
O=C(c1ccco1)N(CCC(c1ccccc1)c1ccco1)Cc1ccccc1 (stereo not drawn),.,.,27,.,-4,23,8,.
O=C1CCCc2nn(-c3ccccc3)c(-c3ccncc3)c21,0,.,2,1,.,.,.,11
O=C(Cn1c(=O)sc2ccccc21)Nc1nc2c(s1)CCCC2,.,.,.,.,1,-9,11,4
c1ccc(CCNc2nc(-c3ccncc3)cs2)cc1,0,3,0,1,-56,-3,-46,-3
CC(C)n1c(NCc2ccc(N(C)C)cc2)nc2ccccc21,0,-4,-10,1,.,.,.,.
CC(=O)/C=C/c1ccccc1Oc1c(F)c(F)nc(F)c1F,0,.,3,-4,-14,29,39,62
Cc1cccc(S(=O)(=O)N2CC[C@H]3[C@@H](CO)N(C)c4ccc(-c5ccccc5F)cc4[C@H]32)c1,-3,-27,-3,-1,15,-1,-6,4
COc1ccc(/C(O)=C2\C(=O)C(=O)N(c3cc(C)on3)C2c2ccccc2OC)cc1 (stereo not drawn),0,-2,-7,0,.,.,.,9
# Later entries
SMILES,Cneo AK release,PGC1a acetyl inh,ARNT-TACC3 inh,PglD DTNB,LGR2 antag,INS-1E GSIS act,PAX8 reporter,Statin myotox sup
CCOc1cc(/C=C(\C#N)c2[nH]nc(N)c2C#N)ccc1O,1,0,26,10,.,.,.,-11
O=C(NC1CCCCC1)N(Cc1ccc(F)cc1)Cc1nc2ccccc2c(=O)[nH]1,-1,-2,-36,3,.,.,.,-7
Cc1nc(SCc2ccc(Cl)c(Cl)c2)n[nH]1,-2,.,-8,0,-29,-13,-39,-13
CC(C)NC(=O)N(C)C[C@@H]1Oc2ccc(NS(=O)(=O)c3ccc(F)cc3)cc2CC(=O)N([C@@H](C)CO)C[C@@H]1C,2,1,5,0,5,8,-10,-7
CS(=O)(=O)NN1C(=O)c2ccccc2NC1c1c[nH]c2ccccc12 (stereo not drawn),.,-1,4,.,2,-18,22,.
CCCCOc1cccc(C(=O)N(Cc2ccco2)C2CCS(=O)(=O)C2)c1 (stereo not drawn),-4,5,-12,2,-6,11,.,2
CCC(=O)N[C@H]1CC[C@@H](CCNS(=O)(=O)c2ccc(Cl)cc2)O[C@@H]1CO,-2,2,-5,-3,-7,8,14,3
O=[N+]([O-])c1ccc2[nH]c(=S)[nH]c2c1,0,-5,-14,6,6,30,20,-7
CC(=O)N1CCC(=NNC(=O)c2cccs2)CC1,-2,6,6,4,10,16,.,.
CC(C)CC#Cc1cnc2c(c1)C(=O)N([C@@H](C)CO)C[C@@H](C)[C@H](CN(C)Cc1ccc3c(c1)OCO3)O2,0,3,12,-1,4,-35,.,-34
O=C(CCN=C1NS(=O)(=O)c2ccccc21)NCc1ccccc1F,.,1,.,.,-12,17,.,-1
COCC(=O)N(C)C[C@@H]1Oc2cc(-c3ccncc3)ccc2S(=O)(=O)N([C@@H](C)CO)C[C@H]1C,-6,0,5,3,-10,9,.,15
CC(C(=O)Nc1ccc(Br)cc1)N(C)CC(=O)NCc1ccco1 (stereo not drawn),3,0,0,0,1,-15,12,3
CC=Cc1ccc2n(c1=O)C[C@@H]1[C@@H](CO)[C@H](C(=O)NCCc3cn(C)cn3)[C@H]2N1C(=O)C1CC1 (mixture of isomers),-1,.,6,0,2,6,.,-21
C[C@H](CO)N1C[C@H](C)[C@H](CN(C)S(=O)(=O)c2cccs2)Oc2c(NC(=O)Nc3ccc4c(c3)OCO4)cccc2C1=O,-5,-12,18,-2,-6,-14,.,?
CN(C)C(=O)[C@H]1[C@H](CO)[C@H]2Cn3c(ccc(C4=CCCC4)c3=O)[C@H]2N1Cc1ccc2c(c1)OCO2,-3,4,5,1,3,5,0,-8
CCOc1ccc(OCCC(=O)OCC(=O)Nc2ccc(N3CCOCC3)cc2)cc1,-2,9,-6,2,-11,-3,-12,5
COC(=O)c1cc2ccccc2c(-c2c(O)ccc3ccccc23)c1O,-2,-6,-2,-6,10,-13,.,.
CC(=O)N[C@@H](C)c1nc2ccccc2n1CCCN1CCN(c2nc(-c3ccc(C)cc3)cs2)CC1,16,-13,3,3,17,15,24,0
O=Cc1ccc2noc(-c3ccc(F)cc3)c2c1,-4,.,-2,-7,.,.,-44,2
CC(C#N)Sc1nnc(Nc2ccccc2)s1 (stereo not drawn),-1,.,-6,-3,-12,-6,-19,8
CC(C)C[C@@H](CN1CCC[C@@H]1CN1C(=S)NC[C@@H]1Cc1ccccc1)N1C[C@H](Cc2ccc(O)cc2)N(CCc2ccccc2)C1=S,4,-14,.,6,3,-8,-11,-10
O=C(NCc1n[nH]c(=S)n1-c1cccc(C(F)(F)F)c1)c1ccco1,-3,.,.,-1,7,4,12,7
Cc1ccc(N(C(=O)Cn2nnc3ccccc32)C(C(=O)NCc2ccco2)c2ccc(C)o2)cc1 (stereo not drawn),1,0,1,-2,9,1,.,130*
